# Efa HMGR inh: blocks class II HMG-CoA reductase of Enterococcus faecalis | purified E. faecalis HMGR, NADPH absorbance 340 nm kinetic | inhibition, % at 10 µM | 190,000 tested, 0.41% active | AID 1066;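 active = inhibition above a set limit, the median over all tested compounds plus 3 SD, cut at about 9.5% in these data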;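 note: enzyme runs in reverse so mevalonate oxidation gives rising NADPH absorbance; 0% = complete reaction with DMSO and 100% = background rate lacking mevalonate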
# S1P3 antag: blocks the human S1P3 receptor; inhibition, % at 4.98 µM; 170,000 tested, 0.27% active; AID 485; CHO S1P3 NFAT-BLA reporter, FRET fluorescence, antagonist mode; Q99500;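 active = inhibition above the plate cutoff, the mean inhibition of test wells on that plate plus 3 SD, cut at about 28% in these data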;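 note: cells challenged with S1P at its EC80 of 0.8 µM; blue over green emission ratio from cleaved BLA substrate after 4 h stimulation; 0% = S1P-stimulated wells and 100% = unstimulated DMSO-only wells; some compounds past the cut are filed as inactive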
# bIAP inh: intestinal alkaline phosphatase (bovine) inhibition; purified bovine IAP, CDP-star luminescence, 30 min; 190,000 tested, under 10 active; inhibition, % at 20 µM;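 active = over 50% inhibition of intestinal alkaline phosphatase at 20 µM in the single-dose screen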
#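 Assay system – bovine IAP enzyme · Quantity – bovine IAP at 1/65,000,000 final dilution · Detection – CDP-star luminescence signal · Times – 30 min reaction at room temperature · Also added – CDP-star substrate at 30 µM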
# RAM inhibit: blocks the yeast RAM network; S. cerevisiae dse1pr::URA3 reporter, 5-FOA growth OD615, 2 d; analog-sensitive cbk1-as2 kinase mutant strain; AID 868; inhibition, % at 50 µM; 190,000 tested, 1.8% active;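 active = inhibition above a set limit, 3 SD over mean compound inhibition, cut at about 8.4% in these data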;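 note: 0% = DMSO-only wells with no growth and 100% = 10 µM 1-NA-PP1 full growth; inhibition rescues growth on 5-FOA so higher OD means more RAM inhibition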
# TR-FRET SRC-2 ct: flags TR-FRET format artefacts in PPARgamma SRC-2 recruitment agonist screen | TR-FRET artefact counter-screen; hits give high values | TR-FRET ratio at 8 µM | 200,000 tested, 0.4% active | AID 1049; in the data active = TR-FRET ratio above about 2000; note: inactives centre near 1500; reference of the scale not given here
# ROMK primary: modulators of human ROMK potassium channel | P48048 | Tet-inducible ROMK, thallium flux fluorescence; actives lie on both sides | B-score at 10 µM | 130,000 tested, 2% active | AID 1918;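 active = signal ratio slope over the read window, or its plate-corrected B-score, at least 3 SD from the plate mean, either direction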;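 note: B-score of the F/F0 ratio slope over 7 to 12 s after thallium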
# Target sequence (P48048 whole entry, looked up): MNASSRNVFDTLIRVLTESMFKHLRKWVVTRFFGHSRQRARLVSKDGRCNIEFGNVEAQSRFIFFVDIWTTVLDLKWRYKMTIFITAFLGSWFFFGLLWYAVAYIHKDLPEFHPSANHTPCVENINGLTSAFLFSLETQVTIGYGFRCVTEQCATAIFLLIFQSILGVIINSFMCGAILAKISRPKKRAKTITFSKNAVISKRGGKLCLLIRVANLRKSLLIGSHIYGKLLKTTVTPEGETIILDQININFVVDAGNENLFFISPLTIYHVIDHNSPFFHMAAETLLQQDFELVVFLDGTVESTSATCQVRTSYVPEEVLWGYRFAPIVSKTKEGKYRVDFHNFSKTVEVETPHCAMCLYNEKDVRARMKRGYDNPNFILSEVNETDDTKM
# PPARg SRC2 recr: PPARgamma-driven SRC-2 recruitment agonism. P37231. PPARgamma LBD-SRC-2 recruitment, biochemical. activation, % at 8 µM. 200,000 tested, 0.34% active; in the data active = activation above about 22%;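 note: 0% = vehicle and 100% = reference agonist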
# Target sequence (P37231 whole entry, looked up, the tested form may be a part): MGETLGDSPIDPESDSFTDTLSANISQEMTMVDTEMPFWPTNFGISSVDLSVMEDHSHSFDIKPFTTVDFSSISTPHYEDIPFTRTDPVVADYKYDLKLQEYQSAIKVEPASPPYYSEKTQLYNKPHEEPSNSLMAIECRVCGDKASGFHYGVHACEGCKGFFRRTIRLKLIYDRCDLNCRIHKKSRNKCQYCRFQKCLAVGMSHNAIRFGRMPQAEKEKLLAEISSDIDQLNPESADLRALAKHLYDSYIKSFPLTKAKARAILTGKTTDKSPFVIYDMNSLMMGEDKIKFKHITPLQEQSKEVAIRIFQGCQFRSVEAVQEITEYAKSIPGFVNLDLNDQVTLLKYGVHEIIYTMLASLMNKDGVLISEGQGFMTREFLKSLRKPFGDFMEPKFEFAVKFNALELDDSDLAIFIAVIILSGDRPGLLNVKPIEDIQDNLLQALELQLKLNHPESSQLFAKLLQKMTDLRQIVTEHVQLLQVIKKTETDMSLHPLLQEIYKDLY
# L major viab: reduces viability of Leishmania major promastigotes | inhibition, % at 10 µM | resazurin fluorescence viability | 200,000 tested, 9% active | AID 1063; in the data active = inhibition above about 50%;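 note: promastigotes grown with compound for 44 hours at 28 °C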
# PPARg SRC-1 ag: agonists of human PPARgamma SRC-1 coactivator recruitment. PPARgamma-SRC-1 coactivator recruitment biochemical assay. activation, % at 8 µM. 200,000 tested, 0.41% active. P37231; in the data active = activation above about 19%;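 note: 0% = DMSO and 100% = reference agonist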
# Redox H2O2 prof: compounds producing H2O2 with reducing agent – biochemical, NIH compound library profiling, artefact control for MLSCN library redox annotation, primary screen; activation, % at 10 µM; DTT-dependent redox cycling H2O2, phenol red/HRP absorbance; 100% = 100 µM peroxide control, 0% = buffer; 200,000 tested, 0.03% active;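 active = activation of at least 50% relative to the plate's high and low controls in the primary single-dose screen; inactive = activation below 50%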;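 note: compound incubated with DTT at 0.8 mM final as the reducing agent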
# PPARg SRC-3 ag: agonists of human PPARgamma SRC-3 coactivator recruitment; 200,000 tested, 0.26% active; P37231; activation, % at 8 µM; biochemical PPARgamma/SRC-3 coactivator recruitment assay; in the data active = activation above about 23%;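 note: 0% = DMSO and 100% = reference agonist; some compounds past the cut are filed as inactive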
# An asterisk follows results filed as active; · = no result given.
compound	PPARg SRC-3 ag	TR-FRET SRC-2 ct	bIAP inh	Redox H2O2 prof	S1P3 antag	Efa HMGR inh	PPARg SRC-1 ag	PPARg SRC2 recr	L major viab	ROMK primary	RAM inhibit
Cc1ccc(NC(=O)N2CCCC2C(=O)NCCC2=CCCCC2)cc1 (centres undefined)	0	1442	-2	1.6	4	-8	7	-5	23	-0.28	1.3
COc1ccc(Cn2c(C)nnc2-c2cnn(C)c2N)cc1OC	-4	1377	-18	-0.3	-6	-2	5	2	-9	0.45	1.6
Cc1ccc2c(c1)NC(=O)CC(c1ccccc1)=N2	17	1601	-11	-0.7	·	-12	0	0	-1	·	2.0
COc1ccccc1N1CCN(C/C(O)=C(\C#N)c2nc(-c3ccccc3)cs2)CC1	14	1690	-2	0.1	-5	-4	9	6	-13	·	-0.8
COc1cc(NS(=O)(=O)c2ccc(NC(=S)NC(=O)C(C)(C)C)cc2)nc(OC)n1	8	1686	6	0.2	·	3	6	2	-11	0.42	1.1
COc1cccc(C(=O)N(Cc2cc3cc(C)ccc3[nH]c2=O)CC2CCCO2)c1 (centres undefined)	3	1701	2	-1.8	-19	-1	-2	1	75*	-0.16	0.1
COCC(C)n1c(-c2ccc3c(c2)NC(=O)CO3)csc1=Nc1ccc(OC(F)F)cc1 (centres undefined)	-7	1412	9	-0.6	·	4	8	6	-1	·	3.0
NNC(=O)c1ccc(-c2cccc([N+](=O)[O-])c2)o1	4	1546	-3	0.2	-13	1	9	7	-11	0.27	1.4
Cn1cnnc1SCCOc1ccc(Cl)cc1	-1	1613	9	-0.4	-11	1	-10	-4	-6	·	1.1
CCCNC(=O)c1ccc(CN2CCOCC2)cc1	-2	1501	-36	-0.1	-12	0	-9	-6	-6	-0.19	1.1
CC1=NOC(=O)/C1=C\c1ccc2c(c1)OCO2	4	1720	-8	-0.9	-17	-1	3	-1	28	0.44	0.4
NC(=NC(=O)c1ccccc1)N1N=CCC1c1ccccc1 (centres undefined)	1	1475	-3	-0.7	-13	0	8	5	7	0.15	-0.1
CC1(C(=O)N(CC(=O)NC2CCCC2)Cc2ccco2)CC(=O)N=C2C=CC=CN21 (centres undefined)	-6	1377	7	-0.8	-38	0	3	-4	-4	·	1.8
COc1cc2c(cc1OC)CN(Cc1cc(=O)oc3cc(C)c(Cl)cc13)CC2	1	1589	-30	·	-1	1	5	-2	60*	-0.45	1.4
O=C(O)CN(c1cccc(C(F)(F)F)c1)S(=O)(=O)c1ccccc1	-1	1503	-14	0.7	0	-2	8	5	-7	-0.041	1.4
O=c1c2cnn(-c3ccc(F)cc3)c2ncn1Cc1ccccn1	4	1624	10	0.1	19	-1	6	10	-6	·	1.2
CCOc1ccccc1C(=O)NCCCn1ccnc1	15	1767	6	1.4	-21	-3	6	13	1	·	0.4
Oc1c(C=NCc2ccncc2)sc2ccccc12	5	1602	11	-0.1	·	-2	6	8	-12	-0.041	-1.4
CNC(=S)NC(CC(=O)OC)c1ccc2c(c1)OCO2 (centres undefined)	-5	1639	3	-1.5	-9	-9	-3	2	4	-0.2	0.1
CCN=C(NC#N)SCc1c(F)cccc1Cl	1	1552	10	0.1	-9	1	5	3	-2	0.016	3.1
COc1cc(/C=N/NC(=O)c2cccc([N+](=O)[O-])c2)cc(OC)c1O	3	1495	-2	-0.8	-14	0	6	-1	10	·	0.4
COc1cccc(C2C(=O)N(C3CCCCC3)CC(=O)N2Cc2ccc(F)cc2)c1 (centres undefined)	5	1518	-3	0.4	·	-1	-7	5	53*	0.12	1.8
CC(=O)OCCCNc1cc(SCc2ccco2)c2nonc2c1[N+](=O)[O-]	1	1462	15	0.9	-1	-2	-1	-5	51*	·	4.9
CCn1c(=N)n(CC(=O)c2ccc(OC)cc2)c2ccccc21	-1	1480	7	-3.2	·	-8	-2	-6	95*	·	1.2
C#CCOCCOCCOCCNc1nc(N2CCN(C(=O)[C@H](CCCCN)n3cc([C@@H](N)CO)nn3)CC2)nc(N2CCN(C(=O)[C@H](Cc3cc4ccccc4[nH]3)n3cc([C@@H](N)Cc4ccc(O)cc4)nn3)CC2)n1	2	1634	-40	-1.6	-8	-6	-5	4	4	·	-0.8
Cc1ccc(CNc2cnn(C34CC5CC(CC(C5)C3)C4)c(=O)c2Cl)cc1	-3	1516	10	0.1	-18	-1	7	2	11	-0.21	0.9
Nc1cc2c(cc1C(=O)c1ccc(Cl)cc1)OCCO2	-13	1543	44	-0.1	·	-5	0	-2	-5	0.15	-0.7
CCOC(=O)c1ccc(N2C(=O)CC(Sc3nnc(C)s3)C2=O)cc1 (centres undefined)	9	1507	0	13	·	-1	8	8	-2	-0.076	1.5
Cc1ccc(C(=O)NC(Cc2c[nH]c3ccccc23)C(=O)O)o1 (centres undefined)	9	1413	5	-3.4	-5	-2	-4	-3	-6	·	4.0
COc1ccccc1-c1noc(-c2cccnc2)n1	-4	1632	15	-1.5	-4	-3	-8	-1	1	·	1.3
CN(C)S(=O)(=O)c1ccc2c(c1)c(=O)c(C(=O)N1CCOCC1)cn2C	6	1608	4	-0.7	-10	2	3	5	-8	·	0.3
CCOCCCNC(=O)C(NC(=O)CC1NC(=O)NC1=O)c1ccc(Cl)cc1 (centres undefined)	2	1495	-1	-0.6	·	-5	4	4	-4	-0.98	-0.3
COc1ccc(-c2nnn(Cc3nc(N)nc(N4CCOCC4)n3)n2)cc1OC	9	1693	-4	2.4	·	1	3	-2	-4	·	4.6
CCOC(=O)N1CCC(NC(=O)c2cnc3n(c2=O)CCS3)CC1	0	1327	7	0.1	-4	-1	-3	3	-8	·	1.7
CC(=O)OCC(=O)NCc1ccc2c(c1)OCO2	3	1555	-5	0.4	·	1	5	1	4	0.73	0.9
Cc1ccc(C(=O)O)cc1NC(=O)c1ccc(Cn2nc(C)c(Cl)c2C)o1	-1	1447	-10	-1.0	-15	2	1	-3	-7	-0.19	4.7
CN(C)C(=O)COc1ccc(Br)cc1	-1	1454	-4	-0.1	-20	-2	3	-1	-10	0.26	1.9
CC(C)C(=O)N(c1ccc2oc(=O)sc2c1)S(=O)(=O)c1cccs1	4	1374	21	0.2	-13	2	2	10	-8	-0.022	1.3
CCOC(=O)N1CCN(c2nnnn2-c2ccccc2)CC1	5	1554	-6	1.1	-7	-3	-2	4	-5	·	-0.9
N#Cc1cnn(Cc2ccc(Cl)cc2)c1N	-1	1419	12	0.4	-10	-6	0	1	-3	-0.016	0.7

# Overlap with the part before: 2 entries, followed by the next part.
compound	PPARg SRC-3 ag	TR-FRET SRC-2 ct	bIAP inh	Redox H2O2 prof	S1P3 antag	Efa HMGR inh	PPARg SRC-1 ag	PPARg SRC2 recr	L major viab	ROMK primary	RAM inhibit
CCOC(=O)N1CCN(c2nnnn2-c2ccccc2)CC1	5	1554	-6	1.1	-7	-3	-2	4	-5	·	-0.9
N#Cc1cnn(Cc2ccc(Cl)cc2)c1N	-1	1419	12	0.4	-10	-6	0	1	-3	-0.016	0.7
Fc1cccc(Cl)c1CSc1nnc(COc2cccc3cccnc23)o1	-1	1400	11	0.1	·	-4	-2	1	6	-0.58	6.1
O=C(Nc1nc2ccc3ccccc3c2s1)c1ccc(N2CCCCC2)c([N+](=O)[O-])c1	-3	1615	11	0.7	-8	-6	6	5	4	·	3.8
COCCNC(=O)C(=O)NNS(=O)(=O)c1ccc(Cl)cc1	-4	1351	-16	-0.5	-5	-1	-4	0	-4	0.047	0.1
C/C(=N\NC(=O)c1ccccc1)c1ccc(NC(=O)c2cccs2)cc1	6	1691	1	-0.2	0	-7	5	6	-3	·	1.3
O=C(Nc1ccccc1N1CCN(C(=O)c2ccc(Cl)cc2)CC1)c1cccnc1	9	1606	0	2.0	-9	-1	13	10	14	·	0.7
O=C(CSc1nc2nn(-c3ccccc3)c(=O)c-2c2n1CCCCC2)NCCCc1ccccc1	-2	1654	-14	-0.1	3	-1	2	3	-2	-0.5	0.7
Cc1cccc(NC(=S)N2CCCC(c3nc4ccccc4[nH]3)C2)c1 (centres undefined)	5	1458	12	-0.7	-20	-6	14	6	99*	-0.55	1.5
CC(=O)c1ccc(N2CCN(C(=O)c3ccc4c(=O)n(-c5ccccc5)c(=O)[nH]c4c3)CC2)cc1	-1	1610	-2	1.2	·	2	7	1	-7	0.1	3.9
CCC(CC)C(=O)NCc1ccc(Cl)cc1	0	1614	-7	-0.7	2	1	3	2	4	·	-0.4
CC(C)(C)C(=O)NC(=S)Nc1ccccn1	4	1582	1	0.2	-6	-6	8	2	-8	-1.7	0.2
O=C(N/N=C/c1ccco1)c1cc(Br)ccc1OCc1ccccc1	9	1625	11	-0.5	3	0	10	2	-3	-0.019	3.0
Cc1cccc(NC(=O)CSc2nc(C)c(CC(=O)c3ccc(Br)cc3)c(C)c2C#N)c1C	9	1334	16	0.2	·	0	1	1	-6	0.075	1.2
COc1cccc(N2CCN(C3CC(=O)N(c4ccc(Cl)c(Cl)c4)C3=O)CC2)c1 (centres undefined)	5	1675	0	0.2	4	-5	3	8	-6	·	0.5
CC(/C=N/n1c(-c2ccccc2)n[nH]c1=S)=C\c1ccco1	0	1546	16	1.7	·	-1	7	6	-12	·	0.7
O=Cc1ccc(OCC(=O)Nc2ccccc2-c2ccccc2)cc1	5	1590	-14	-0.2	1	0	-3	0	49	0.52	1.1
CCCN=C1N/C(=C\c2ccco2)C(=O)N1c1ccccc1	-1	1462	15	0.1	·	-1	4	-2	-17	0.0013	0.1
Cc1ccc(-n2nc3c4c(cccc4c2=O)-c2ccccc2-3)cc1	10	1702	2	2.2	·	-2	2	-7	-3	·	3.2
C/C(=N\Nc1nc(N)cc(Cl)n1)c1ccc(F)cc1	1	1512	-9	0.1	-26	-3	-2	-2	0	1.3	2.7
COC(=O)C1=C(C)NC2=C(C(=O)CCC2)C1c1cccs1 (centres undefined)	8	1506	9	1.6	15	0	1	4	6	-0.015	-0.6
Cc1c(CN2CCC(CO)(CCOc3ccccc3)CC2)c(=O)n(-c2ccccc2)n1C	-1	1626	2	-0.9	-10	-3	-4	-1	-4	0.0067	0.9
O=C(NNC(=O)c1cccnc1)Nc1ccccc1	-15	1325	8	-6.1	·	-8	-7	-4	-2	·	1.6
O=C1NC(=S)N(C(=O)c2ccc(F)cc2)/C1=C/c1ccccc1	-6	1441	-24	-0.3	6	-4	-10	-8	0	-1.9	0.4
Cc1cc(Nc2cccc(C)c2C)n2nc(C)nc2n1	0	1307	-15	1.2	-40	-3	-6	-4	8	0.49	0.0
CCOC(=O)c1c(NC(=O)c2ccccc2)sc2c1CCc1ccccc1-2	5	1821	11	-0.7	-17	-5	10	5	1	1.4	4.7
